# HSF1 activator – increases HSF-1 driven luciferase reporter signal | 300,000 tested, 1.7% active | activation, % at 9 µM | AID 504408 | NIH3T3-HGL HSF-1 luciferase reporter, MG132, 8 h; 100% = twice DMSO control signal;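 active = mean replicate activation of at least 50% with a set share of replicates each reaching 50%; inconclusive = only one of those two conditions met; inactive = mean below 50% and too few replicates reaching it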;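 also: 0% = median of the neutral control wells and 100% = twice that signal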
# GSK3beta inhib – inhibitors of human GSK3beta kinase. 300,000 tested, 0.038% active. P49841. AID 2097. GST-GSK3beta kinase, ADP-Glo luminescence, 60 min; stronger effect = lower value. activity score (negative = inhibition), % at 10 µM;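 active = more than half of replicate wells score below -50%, meaning over 50% inhibition versus plate controls; inconclusive = some replicates but at most half score below -50%; inactive = no replicate scores below -50%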;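 also: 0% = median DMSO wells and -100% = median GW8510 positive control wells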
# Target sequence (P49841 whole entry, looked up): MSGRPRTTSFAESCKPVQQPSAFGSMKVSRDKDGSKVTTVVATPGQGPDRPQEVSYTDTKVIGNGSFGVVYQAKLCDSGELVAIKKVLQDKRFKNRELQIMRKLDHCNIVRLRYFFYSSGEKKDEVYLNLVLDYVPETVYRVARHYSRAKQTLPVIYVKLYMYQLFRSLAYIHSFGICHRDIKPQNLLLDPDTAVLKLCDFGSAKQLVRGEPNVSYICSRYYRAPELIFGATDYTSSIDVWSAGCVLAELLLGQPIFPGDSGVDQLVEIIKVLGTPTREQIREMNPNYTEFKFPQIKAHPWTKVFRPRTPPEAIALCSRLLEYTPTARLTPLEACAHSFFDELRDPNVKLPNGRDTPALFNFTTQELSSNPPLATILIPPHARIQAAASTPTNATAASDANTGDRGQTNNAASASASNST
#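 Test system: GST-fused GSK3beta enzyme, cell-free | Quantity: 1.6 ng GST-GSK3beta enzyme per well | Reagent: 25 µM ATP with peptide substrate | Schedule: 60 min enzyme reaction, room temperature | Signal: Luminescent ADP-Glo measurement of ADP formed | Read-out basis: Score relative to plate controls | Control set: DMSO and 20 µM GW8510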
# KLF5 inhibitor – kruppel-like factor 5 inhibition | DLD-1 KLF5 promoter-luciferase reporter, luminescence | inhibition, % at 5 µM | 290,000 tested, 0.23% active;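 active = inhibition above a per-plate limit of that plate's mean compound inhibition plus 3 SD, cut at about 60% in these data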;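 also: 0% = DMSO wells and 100% = LY294002 at 200 µM; higher means less KLF5 promoter-driven luciferase light; inactives centre near -14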
# HIF act – HIF pathway transcriptional activation | U2OS HRE-luciferase reporter, luminescence; normalized: DMSO 0%, desferrioxamine 100% | 300,000 tested, 0.32% active | activation, % at 7.5 µM (by protocol);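 active = mean activation of at least 10% of the iron chelator positive control signal, with at least half of replicates also reaching 10%; inconclusive = mean and replicate majority disagree about reaching 10%; inactive = mean and most replicates under 10%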
# IEC-6 cytotox – kills IEC-6 intestinal cells in KLF5 counter-screen | AID 1825 | inhibition, % at 5 µM | IEC-6 cytotoxicity, luminescence viability | 290,000 tested, 0.78% active; in the data active = inhibition above about 22%;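 also: 0% = plate median of test compound wells and 100% = cytotoxic reference compound wells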
# HSP90 inh – blocks HSP90-mediated luciferase refolding in reticulocyte lysate | Rabbit reticulocyte lysate, luciferase refolding luminescence, 3 h | inhibition, % at 5.6 µM | 290,000 tested, 0.91% active;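 active = inhibition above the screen-wide mean plus 3 SD, computed separately per campaign, cut at about 16% in these data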;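 also: 0% = DMSO wells and 100% = 60 µM geldanamycin wells; inhibitors lower the luminescence because luciferase stays unfolded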
# AI-2 QS modul – modulators of Vibrio harveyi AI-2 quorum sensing system; Vibrio harveyi JMH597 AI-2 luminescence/OD600 ratio, 9 h; stronger effect = lower value; strain lacks LuxN and CqsS sensors; 0 = neutral-control median; activity change, % at 7.5 µM; 300,000 tested, 0.4% active; AID 2094; in the data active = activity change below about -75%, passing the limit was not always enough; inconclusive = no clear call, values can overlap the other calls;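 also: luminescence divided by OD600 gain over 9 h not by final OD600 alone; inactives centre near 13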
# HSF1 inh – HSF1 inhibition; activity change, negative = inhibition, % at 7.5 µM (by protocol); 300,000 tested, 0.77% active; AID 2098; NIH3T3-HGL HSE-luciferase, MG132-induced, luminescence 8 h; stronger effect = lower value;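 active = more than half of replicate wells show activity change below -50%, luminescence cut by over half; inconclusive = some wells, but at most half, below -50%; inactive = no replicate well below -50%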;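 also: luciferase reports HSF-1 transcriptional activity via heat shock element; 0% = median of DMSO wells and -100% = zero luminescence signal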
# GSK3A inh – blocks human GSK-3 alpha kinase. P49840. ADP-Glo luminescence, 60 min. inhibition, % at 10 µM. 320,000 tested, 0.1% active. AID 2650;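 in the data active = inhibition above about 50%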;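 also: GST-tagged GSK-3 alpha with peptide substrate and 25 µM ATP; 0% = DMSO neutral wells and 100% = GW8510 positive control wells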
# Target sequence (P49840 whole entry, looked up): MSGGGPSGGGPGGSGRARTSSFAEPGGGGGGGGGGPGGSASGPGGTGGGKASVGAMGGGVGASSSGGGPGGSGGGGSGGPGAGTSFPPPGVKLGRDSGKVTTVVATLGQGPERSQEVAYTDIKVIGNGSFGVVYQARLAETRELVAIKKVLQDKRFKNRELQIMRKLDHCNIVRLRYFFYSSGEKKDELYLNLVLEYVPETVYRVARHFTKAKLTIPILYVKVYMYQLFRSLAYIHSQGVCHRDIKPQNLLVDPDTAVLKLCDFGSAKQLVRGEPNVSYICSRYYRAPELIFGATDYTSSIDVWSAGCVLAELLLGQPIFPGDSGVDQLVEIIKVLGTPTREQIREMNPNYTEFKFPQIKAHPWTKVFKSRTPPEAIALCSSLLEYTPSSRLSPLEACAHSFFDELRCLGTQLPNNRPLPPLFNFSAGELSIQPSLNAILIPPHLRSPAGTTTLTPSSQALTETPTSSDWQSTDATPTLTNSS
# aSyn 5UTR inh – MLPCN primary screen, SNCA 5' untranslated region | 300,000 tested, 0.82% active | inhibition, % (tested at 7.5 µM) | alpha-synuclein 5'UTR reporter, inhibitor activity; in the data active = inhibition above about 60%; inconclusive = no clear call, values can overlap the other calls;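 also: H4 neuroglioblastoma cells stably carrying SNCA 5'UTR luciferase fusion; 0% = DMSO wells and 100% = positive control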
# The depositor's hits bear a star; u = inconclusive; x = no result given.
SMILES,HSF1 activator,GSK3beta inhib,KLF5 inhibitor,HIF act,IEC-6 cytotox,HSP90 inh,AI-2 QS modul,HSF1 inh,GSK3A inh,aSyn 5UTR inh
O=C(NCCNC1CCC(c2ccccc2)CC1)c1ccc(F)cc1 (stereo unspecified),6,-1,-18,-0.4,-10,1,1,5,-3,-1
Cc1ccc(S(=O)(=O)CCC(=O)NCCc2ccccc2)cc1,-7,-4,2,0.0,1,0,1,-8,-2,-6
CC(C)CN1CCN(Cc2ccc(Oc3ncccn3)cc2)CC1CCO (stereo unspecified),-11,4,-13,0.2,-1,16*,11,-1,-2,-1
O=C(CCc1nnc(-c2ccc3c(c2)OCO3)o1)NCCc1ccccc1F,-2,-6,-38,0.4,-9,-7,-2,-2,9,-2
Cc1ccc(-c2cc(C(=O)Nc3ccccc3C)c3ccccc3n2)o1,7,2,7,-0.7,2,2,14,7,0,-31
CC(C)N=C(NC#N)SCC(=O)NC(C)(C)C,-3,3,-18,-0.2,3,4,23,0,-1,-4
Cn1c(Cl)nc2ccccc21,7,2,-16,-0.1,5,2,19,2,-2,-13
CC(C)c1ccccc1OCC(=O)N(C)CC(=O)Nc1ccc(F)cc1,-4,2,x,-0.4,x,x,12,-3,0,15
O=C(Nc1cc(-c2nc3ncccc3o2)ccc1Cl)c1ccco1,2,0,-7,0.3,10,2,10,3,-3,-15
COc1ccc(C(=O)COC(=O)c2ccccc2C(=O)N(C)c2ccccc2)c(OC)c1,-3,1,x,1.1,x,x,21,10,-3,-36
O=C(Cc1c(F)cccc1Cl)NCCc1c[nH]c2ccccc12,2,1,3,-0.8,-4,2,18,-2,-1,-16
COCCCn1c(-c2ccccc2Cl)n[nH]c1=S,2,-1,-15,-9.0,-2,0,-39,-7,5,-8
O=C(O)c1ccc(NC(=O)c2ccccc2NC(=O)c2ccccc2Br)cc1,-2,2,-8,-1.8,-5,-3,19,-4,-2,4
Cc1ccc(C2=NCCn3nc4cc([N+](=O)[O-])ccc4c32)cc1,-18,-19,x,-2.6,x,x,13,3,12,-30
Cc1c(C(=O)N2CCCC2)c(S(=O)(=O)Nc2ccccc2)c(C)n1C,5,1,0,0.3,-2,0,-5,1,-1,3
COc1ccc(NC(C)=O)cc1NC(C)C(=O)Nc1ccccc1F (stereo unspecified),-8,6,2,0.6,1,0,28,-2,-2,14
Cc1cc(NC(=O)COc2ccc(Cl)cc2Cl)n(-c2ccccc2)n1,29,2,-26,-0.1,1,-1,-9,6,x,-13
COc1ccccc1CNCC(O)(c1ccc(Cl)cc1)c1ccc(Cl)cc1,-2,2,-21,-0.1,2,1,3,-5,-2,38
CC(Oc1ccc(Cl)cc1)C(=O)Nc1nccs1 (stereo unspecified),1,-1,-13,0.7,0,3,10,-1,-1,-1
O=c1c2ccccc2cnn1CCOc1ccccc1,-20,-3,54,-5.3,2,68*,8,-9,1,72*
COc1cc2c(cc1OC)C(c1cccc([N+](=O)[O-])c1)N(C(=O)c1ccc(F)cc1)CC2 (stereo unspecified),18,2,-18,-0.3,-5,-2,-12,8,-1,-19
COc1ccc(C(=O)NC2CC2)cc1OC1CCN(Cc2ccc(F)c(F)c2)CC1,-4,x,-75,2.3,-6,-3,31,3,2,11
CCOC(=O)c1c(NC(=O)C(=O)N/N=C/c2ccccc2OC)sc2c1CCCCC2,-2,1,-20,-0.2,3,4,22,-6,x,2
Cc1ccc2c(Cl)c(C(=O)Nc3cc(C)on3)sc2c1,-44,3,-110,4.9,0,0,21,-26,-1,-122
CC(Oc1ccc2c(c1)c1ccnc3c4ccccc4c(=O)n2c13)C(=O)NCCN1CCOCC1 (stereo unspecified),-5,0,4,0.1,17,-4,26,-10,-2,-76
# New compounds follow.
SMILES,HSF1 activator,GSK3beta inhib,KLF5 inhibitor,HIF act,IEC-6 cytotox,HSP90 inh,AI-2 QS modul,HSF1 inh,GSK3A inh,aSyn 5UTR inh
O=C(NCc1ccccc1)c1onc(CSc2ccc(F)c(F)c2)c1C(=O)NCc1ccccc1,4,2,x,-2.5,x,x,7,4,0,2
NS(=O)(=O)c1ccc(CCNC(=O)C(=O)c2c[nH]c3ccccc23)cc1,x,1,-8,x,-3,4,32,x,4,20
CC(C)(C)NC(=O)NC(=O)COc1ccc(Br)cc1Br,74*,-26,-165,1.3,-4,6,21,46,0,-32
CS(=O)(=O)c1nc(S(=O)(=O)c2ccc(Cl)cc2)c(NCCN2CCOCC2)s1,-28,3,-35,0.9,-4,2,57,-23,-1,12
O=C1NC2=C(C(=O)CCC2)C(c2ccc3ncccc3c2)N1 (stereo unspecified),-7,-5,1,0.3,0,1,21,-4,-3,14
O=S(=O)(Nc1nc2ccccc2nc1Cl)c1ccc(Cl)cc1,3,1,-9,-4.2,-7,-2,25,1,-6,-6
CC(C)(C)CC(C)(C)N=C1NS(=O)(=O)c2cc([N+](=O)[O-])ccc21,6,1,14,-0.5,7,-1,15,-2,-1,14
CC(=O)c1ccc(-c2ccc(/C=C(/Sc3n[nH]c(C)n3)C(=O)O)o2)cc1,4,0,1,-0.2,-3,5,12,12,x,2
Cc1ccc(-c2cc(-c3ccccc3C)[nH]n2)c(O)c1,x,2,-95,x,7,2,53,x,-2,x
O=C(Cn1nc(-c2ccc3c(c2)OCCO3)ccc1=O)Nc1ccc(-n2cnnn2)cc1,2,-1,-18,-0.3,-5,0,38,2,0,-1
Cn1nnc2cc(NC(=O)Nc3cccc(C(F)(F)F)c3)ccc21,9,-1,-39,0.9,11,2,-2,15,-2,-11
COc1cccc(NC(=O)N2CCN(c3cccc(C)c3)C(C)C2)c1 (stereo unspecified),6,1,-23,0.3,-6,0,24,7,x,-45
O=C(Cc1ccccc1)NCCS(=O)(=O)N1CCN(c2cccc(Cl)c2)CC1,-8,-9,x,-2.0,x,x,3,-1,4,-2
C=CCN1C(=O)N(CC=C)c2cccc3cccc1c23,-8,0,-38,-1.3,-6,-1,2,10,0,4
COC(=O)c1ccc(C2C(C(=O)c3ccco3)=C(O)C(=O)N2c2cc(C)on2)cc1 (stereo unspecified),-15,3,-36,-0.4,-4,-5,31,-4,-3,12
Cc1nc2ccccc2c2oc(C(=O)NCCCN3CCCC3=O)cc12,2,2,-7,0.0,-1,-3,20,3,x,15
CC(=O)c1ccc(OCc2cc(C(=O)N(C)C(C)c3ccon3)no2)cc1 (stereo unspecified),-12,3,-13,-0.2,-1,-4,20,-2,0,-1
Cc1c(NC(=O)COC(=O)CCC(=O)c2ccc(Cl)cc2)c(=O)n(-c2ccccc2)n1C,6,1,-8,-0.2,0,1,36,3,3,12
CC(C)CN(C(=O)COC(=O)C1=COCCO1)c1c(N)n(Cc2ccccc2)c(=O)[nH]c1=O,18,-2,x,-5.5,x,x,7,4,-1,17
O=C(COC(=O)c1cc(-c2cccs2)nn1-c1ccccc1)Nc1ccc(F)c([N+](=O)[O-])c1,1,0,15,-0.2,10,-2,23,2,-1,11
COc1ccccc1CN(Cc1cc2cc3c(cc2[nH]c1=O)OCCO3)Cc1nnnn1Cc1ccco1,6,2,-3,0.2,-17,2,17,-5,-4,-14
O=C(C1CC1)N1CCc2cc(Br)cc(S(=O)(=O)N3CCCCCC3)c21,20,2,-29,-0.8,-1,4,12,6,1,36
CCN(Cc1ccccc1)C(=O)CCc1nc(CN2CCN(C(=O)c3ccc([N+](=O)[O-])cc3)CC2)no1,0,4,-25,-0.3,14,-7,5,1,1,-2
CCc1cc(=O)[nH]c(SCCc2ccccc2)n1,17,0,5,0.2,2,4,7,7,-1,27
CC(C)(C)NC(=O)c1ccncc1,-3,4,-16,-0.1,-1,-2,9,-4,-2,0
# Additional records
SMILES,HSF1 activator,GSK3beta inhib,KLF5 inhibitor,HIF act,IEC-6 cytotox,HSP90 inh,AI-2 QS modul,HSF1 inh,GSK3A inh,aSyn 5UTR inh
O=C(Nc1ccc(S(=O)(=O)N2CCOCC2)cc1)c1ccc(Br)o1,59*,3,-21,0.0,0,-1,-3,12,0,-13
O=C(CNC(=O)c1ccccc1)NCC(=O)OCC(=O)c1ccc(F)cc1,3,-1,19,0.3,3,2,27,-2,-3,22
O=C(CN1CCC(C(=O)c2ccc(F)cc2)CC1)Nc1ccccc1,16,-2,-13,-0.5,1,1,40,-4,1,-7
O=C(O)CCC(=O)Nc1ccc(N2CCCCC2)c(C(=O)O)c1,39,2,-16,2.7,0,-2,7,4,3,-4
N#C/C(=C\c1ccc[nH]1)C(=O)c1ccccc1,7,-9,-1,-0.6,5,2,-6,1,0,-5
Cc1cccn2c(CNCCCn3ncc4ccccc43)c(C(=O)N3CCCCC3)nc12,-9,2,-6,0.3,-2,1,3,1,4,-33
Cc1ccc(/C=N/N2CCN(c3ccccc3)CC2)cc1,36,3,-16,5.5,0,-3,6,14,-35,-100
CCC(=O)Nc1cccc(C2=NOC3(C2)C[C@@H](C(N)=O)N(C(=O)C2(C)CC2)C3)c1 (stereo partly specified),-7,-1,x,-0.2,x,x,-13,-9,-1,-4
CCN1C(=NCC(C)C)N[C@@H](c2cccc(C(F)(F)F)c2)C(C(=O)OC)=C1C,9,0,0,-0.1,2,1,21,0,-1,16
Cc1cc(=O)[nH]c(N/N=C/c2cccs2)n1,-24,-2,-33,0.8,-1,-4,2,-7,0,-32
CCc1nc2ccccc2c(C(=O)Oc2ccc(C(=O)OC)cc2)c1C,29,3,-5,-0.3,0,4,24,6,4,-51
COc1cc(/C=C2/N=C(C3CCCCC3)OC2=O)cc(OC)c1OC,-1,0,-17,-0.3,0,0,12,-3,-3,-21
Cc1ccccc1-c1ncc(CN2CCC(CO)(CCCc3ccccc3)CC2)cn1,-14,2,-22,-0.3,-7,-1,16,2,-1,-33
OC1(c2cccs2)CN(c2ccc(Br)cc2)C2=[N+]1CCCS2 (stereo unspecified),-2,-3,-6,1.0,-5,-2,25,-2,2,-25
Cc1nc(CN(C)C(=O)c2ccccc2OC2CCN(S(C)(=O)=O)CC2)cs1,36,2,-5,0.8,1,-1,46,7,-2,-1
C=CCNc1nnc(SCC(=O)N2CCCCC2)c2ccccc12,2,0,7,0.1,0,3,6,-5,-1,14
O=C(COc1ccc(Cl)cc1Cl)NCCC1=CCCCC1,7,1,8,-0.4,3,-1,-8,2,-4,6
NC(=O)COC(=O)c1c2c(nc3ccccc13)CCC2,-6,2,-12,0.4,4,2,39,-6,-1,-3
CC(OCC(O)CN(C)Cc1nc2ccccc2c(=O)[nH]1)c1ccc(Cl)cc1 (stereo unspecified),8,1,-37,-0.2,2,-1,7,3,-2,11
Cc1nc2cc(C(F)(F)F)ccc2n1CCNc1nc(-c2cc(Cl)c(N)c(Cl)c2)cs1,-12,0,-9,-0.2,4,-5,11,0,-6,-4
CC(=O)C(C(C)=O)c1c(Cl)c(O)c(O)c2c(C(=O)c3ccccc3)coc12,-50,0,-3,3.8,-4,0,62,u,1,-4

# Screens deposited in PubChem BioAssay by several laboratories.
